# Compound activity deposited in PubChem BioAssay by several laboratories.
# UTI89 phage lysis – protection from phage-mediated lysis, alamar blue read-out – E. coli UTI89, K1F phage, bacterial capsule biogenesis inhibitors (AID 488966); 340,000 tested, 0.02% active; inhibition, % at 100 µM, or IC50 in µM where a hit was titrated; E. coli UTI89 K1F phage lysis, alamar blue, 2 h; higher % means a stronger effect;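 active means phage lysis inhibition, versus mean bacterial control, above a set limit; inconclusive means no clear call, values can overlap the other calls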;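 further: capsule biogenesis inhibitors block K1F phage lysis so surviving cells raise fluorescence; higher fluorescence means more inhibition of phage lysis; actives were called in the ten point dose series up to 300 µM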
# NS5 inhibitors – Dengue-2 NS5 methyltransferase inhibitors, primary screen, biochemical, confirmation dose response (AID 588689) | 340,000 tested, 0.3% active | Dengue-2 NS5 methyltransferase capping enzyme assay, biochemical; higher % means a stronger effect | inhibition, % at 25 µM; hits with a dose series show IC50 in µM; in the data active means a potency from the dose series; inconclusive means inhibition above about 29% without an active follow-up result
# Autophagy HCS – alters autophagy in cells | calls only at 10 µM (by protocol) | MEF GFP-LC3 puncta imaging; test concentration mostly 10 µM | 190,000 tested, 0.98% active | AID 463193;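 active means percentage of spot-positive cells more than 3 SD above its plate mean, without a fluorescence outlier flag or 80% toxicity; inconclusive means no clear call, values can overlap the other calls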;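 further: spot-positive cell cutoff set from DMSO-treated cells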
# RSV CPE inhibition – inhibition of RSV-induced cytopathic effect – HEp-2 cells, primary 10 µM value included (AID 2391) | HEp-2 cells, RSV-induced CPE inhibition; higher % means a stronger effect | one-dose CPE inhibition, % at 10 µM; IC50 in µM for titrated hits | 310,000 tested, 0.13% active; in the data active means a potency from the dose series; inconclusive means CPE inhibition mostly from about 23% at the one dose, without a potency; inactive means the rest, 99 in 100 with CPE inhibition below about 21%; further: strong numbers were not always called active
# NTR1 agonist – NTR1-driven beta-arrestin-GFP spot formation – imaging, U2OS cells, high content, primary screen (AID 493036); activation, % at 20 µM; 330,000 tested, 0.17% active; P30989; agonist mode;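 active means activation at or above 40% of the spot to cytoplasm intensity ratio, with at least 20 cells analyzed; inconclusive means wells under 20 cells, flagged as cytotoxic or low count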;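 further: 0% = DMSO without peptide and 100% = 100 nM NTR1 peptide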
# Target sequence (P30989 whole entry, looked up): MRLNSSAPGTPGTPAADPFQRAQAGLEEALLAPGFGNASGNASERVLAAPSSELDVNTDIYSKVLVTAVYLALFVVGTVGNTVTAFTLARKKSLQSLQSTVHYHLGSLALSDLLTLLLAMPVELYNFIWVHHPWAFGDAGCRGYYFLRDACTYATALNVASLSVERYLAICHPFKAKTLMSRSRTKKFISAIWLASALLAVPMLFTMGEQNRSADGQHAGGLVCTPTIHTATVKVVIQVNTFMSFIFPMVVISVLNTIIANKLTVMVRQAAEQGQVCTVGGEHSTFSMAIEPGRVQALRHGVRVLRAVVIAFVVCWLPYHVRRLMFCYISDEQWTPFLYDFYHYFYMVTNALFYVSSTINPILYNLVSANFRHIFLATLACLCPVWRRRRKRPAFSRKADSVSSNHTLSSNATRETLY
# AID2073 – inhibitors of Mint1-CaV2.2 protein interaction, biochemical, HTRF (AID 2073). HTRF protein-protein interaction, Mint1-CaV2.2; higher % means a stronger effect. inhibition, % at 20 µM, or IC50 in µM where a hit was titrated. 290,000 tested, 0.19% active; in the data active means inhibition mostly above about 51%, no sharp cut-off; inconclusive means no clear call, values can overlap the other calls; inactive means mostly below about 53%; further: some results filed as inactive read as strong as hits
# LYP phosphatase – inhibitors of LYP phosphatase, biochemical, fluorescence intensity, uHTS (AID 1779); recombinant LYP phosphatase, fluorescence intensity; higher % means a stronger effect; inhibition, % at 11.5 µM, or IC50 in µM where a hit was titrated; 290,000 tested, 0.054% active; in the data active means inhibition above about 50%;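 further: plate controls were vehicle with enzyme for no effect and no enzyme for full effect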
# GPR35 arrestin U2OS – inhibition of zaprinast-stimulated GPR35 beta-arrestin translocation – imaging, U2OS, beta-arrestin-GFP, zaprinast agonist, primary screen (AID 2058). U2OS GPR35 beta-arrestin-GFP translocation imaging, zaprinast antagonism; higher % means a stronger effect. inhibition, % at 10 µM, or IC50 in µM where a hit was titrated. 290,000 tested, 0.052% active;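 active means inhibition of at least 50% with at least 30 cells and total cytoplasm GFP at most 10,000,000; inconclusive means under 30 cells or total GFP of 10,000,000 plus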
# WT yeast gro inh – growth inhibition of WT yeast, mitochondrial fusion screen; mitochondrial fusion phenotypic screen, WT strain; inhibition, % at 10 µM; 190,000 tested, 2.1% active; AID 1362; in the data active means inhibition above about 58%; tested in S. cerevisiae
# WT yeast gro inh mutant strain – also measured in WT yeast gro inh; calls as there; inhibition, %; mitochondrial fusion phenotypic screen, mutant strain inhibition
# Autophagy HCS cell loss 18 h – further read-out of Autophagy HCS, marked with its call; toxicity, %; measured here: cell loss, nuclei count;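 cell loss after 18 h compound exposure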
# NTR1 agonist cell count 20 µM – further read-out of NTR1 agonist, marked with its call; cell count; measured here: cell count, cytotoxicity flag
# NS5 inhibitors pilot replicate – further read-out of NS5 inhibitors, marked with its call; inhibition, %; measured here: pilot screen replicate inhibition
# * hit, by the source's call; i = inactive; ? = inconclusive; . = no result given; + = active, no number; [ ] = dose if it differs, or a comment.
SMILES,UTI89 phage lysis,NS5 inhibitors,Autophagy HCS,Autophagy HCS cell loss 18 h,RSV CPE inhibition,NTR1 agonist,NTR1 agonist cell count 20 µM,AID2073,LYP phosphatase,GPR35 arrestin U2OS,WT yeast gro inh,WT yeast gro inh mutant strain,others
c1ccc(CNc2nc(-c3cccnc3)nc3ccccc23)cc1,0.3%[50 µM],-4%,.,.,3.7%,2.3,80,11%,0%,3%,.,.,
CN(C)C(=O)c1nnc(Cc2ccc(Cl)cc2)o1,5.7%,3%,i,7,2.2%,-2.4,64,2%,-7%,3%,9,1,
Cc1cc(Oc2ccccc2)nc(N)n1,-1.0%,-5%,i,-3,0.5%,-0.2,70,-3%,-7%,-8%,-12,14,
Nc1nc(CSCCO)nc(Nc2ccccc2)n1,1.7%,6%,i,-7,-0.5%,-1.4,56,-3%,-5%,5%,0,13,
Cc1cc(C)cc(NC(=S)N2CCC(N(C)CC3CCCO3)CC2)c1 (centres undefined),1.2%[50 µM],-11%,i,22,-0.2%,0.3,61,-9%,-7%,11%,9,-2,
CCOC(=O)c1c(NC(=O)CSc2cn(CC)c3ccccc23)sc2c1CCC2,5.3%,-3%,i,3,2.1%,4.6,59,-4%,-3%,3%,-14,-7,
COc1ccc2oc(=O)c(C(=O)Oc3ccc(NC(C)=O)cc3)cc2c1,0.5%,10%,i,13,0.7%,0.8,42,-6%,-7%,8%,8,-17,
CC1CC(C)(C)CC2(C1)NC(=O)N(CC(=O)NCc1ccccc1F)C2=O (centres undefined),1.3%[50 µM],3%,.,.,-1.1%,0.2,64,.,.,.,.,.,
CC1CCCN(C(=O)CCS(=O)(=O)c2cc3c(cc2Cl)NC(=O)CO3)C1 (centres undefined),-1.0%,-1%,.,.,0.1%,-0.5,61,8%,-16%,2%,.,.,
CCOCCCn1c(=S)[nH]c2cc(C(=O)NCCOC)ccc2c1=O,0.1%,-8%,i,14,1.7%,-0.6,77,-30%,-3%,-4%,-27,-11,NS5 inhibitors pilot replicate=-1.8
O=C(O)CNC(=S)N(Cc1cccs1)C1CCCCC1,7.0%,-3%,i,-66,1.9%,0.1,47,-6%,-1%,2%,-6,8,
O=C(CCN1CCN(Cc2ccccc2)CC1)Nc1cccc(Cl)c1,0.1%,-4%,i,-4,-0.8%,1.8,63,2%,-9%,11%,-3,6,
CCn1cc(C(=O)NC2CC(C)(C)Cc3c2cnn3-c2cccc(F)c2)cn1 (centres undefined),-0.2%,-1%,.,.,3.0%,-0.4,54,-3%,-6%,-15%,.,.,
CCN(CC(=O)Nc1cc(Cl)ccc1C)C(=O)CCc1nc2ccccc2c(=O)[nH]1,1.0%[50 µM],-6%,.,.,0.9%,0.2,55,.,.,.,.,.,
C=CCN1CCc2c(cc(O)c(O)c2Br)[C@@H](c2ccccc2)C1,1.6%,-1%,.,.,7.9%,4.8,52,.,.,.,.,.,
C/C(=N\NC(=O)c1cccc(S(=O)(=O)N2CCCC2)c1)c1cccs1,0.2%,-2%,i,-2,1.8%,0.1,58,4%,1%,3%,5,20,
Oc1ccccc1CN1CCCN(Cc2ccccc2O)C1,7.2%,-2%,+,1.1*,-1.4%,-0.6,91,0%,-7%,4%,7,-5,
CC(=O)Nc1sc(/C(C#N)=C\c2cccc(Cl)c2)nc1-c1ccc(C)cc1,3.2%,?,?,.,2.9%,.,.,34%,10%,18%,-5,-5,
O=C(COC(=O)CN1C(=O)C2CCCCC2C1=O)Nc1cc(S(=O)(=O)N2CCOCC2)ccc1Cl (centres undefined),0.8%[50 µM],-1%,i,-2,1.2%,-0.5,55,0%,-10%,8%,-3,-13,
CC(C)(C)NC(=O)NC(=O)COc1ccccn1,-2.2%,13%,i,-13,0.5%,-0.2,44,8%,-12%,1%,-5,3,

# Retrieved by compound from the list above, 4 records:
SMILES,UTI89 phage lysis,NS5 inhibitors,Autophagy HCS,Autophagy HCS cell loss 18 h,RSV CPE inhibition,NTR1 agonist,NTR1 agonist cell count 20 µM,AID2073,LYP phosphatase,GPR35 arrestin U2OS,WT yeast gro inh,WT yeast gro inh mutant strain,others
COc1ccc2oc(=O)c(C(=O)Oc3ccc(NC(C)=O)cc3)cc2c1,0.5%,10%,i,13,0.7%,0.8,42,-6%,-7%,8%,8,-17,
O=C(O)CNC(=S)N(Cc1cccs1)C1CCCCC1,7.0%,-3%,i,-66,1.9%,0.1,47,-6%,-1%,2%,-6,8,
CC(C)(C)NC(=O)NC(=O)COc1ccccn1,-2.2%,13%,i,-13,0.5%,-0.2,44,8%,-12%,1%,-5,3,
CC(=O)Nc1sc(/C(C#N)=C\c2cccc(Cl)c2)nc1-c1ccc(C)cc1,3.2%,?,?,.,2.9%,.,.,34%,10%,18%,-5,-5,

# Next section:
SMILES,UTI89 phage lysis,NS5 inhibitors,Autophagy HCS,Autophagy HCS cell loss 18 h,RSV CPE inhibition,NTR1 agonist,NTR1 agonist cell count 20 µM,AID2073,LYP phosphatase,GPR35 arrestin U2OS,WT yeast gro inh,WT yeast gro inh mutant strain,others
COCCNC(=O)Cc1c(C)c2c(cc(C)c3c(C(C)(C)C)coc32)oc1=O,-0.1%,-9%,.,.,1.5%,3.5,36,14%,-1%,3%,.,.,
CC(=O)Nc1nnc(COc2ccc(Cl)cc2)s1,0.1%,0%,i,-4,0.6%,-0.8,52,-8%,-6%,-1%,2,8,
COc1ccc(Nc2nnc(SCC3CCCCO3)s2)cc1 (centres undefined),-0.4%,-12%,i,3,13%,0.3,28,-10%,0%,-3%,5,20,
Cc1ccc(C(=O)NC(=S)NNC(=O)c2ccccc2[N+](=O)[O-])cc1,-1.1%[50 µM],-1%,i,-4,-1.5%,0.7,60,-9%,0%,11%,-23,-21,
OCC1(CCc2ccccc2)CCCN(CCCc2ccccc2)C1 (centres undefined),0.4%,-3%,.,.,-0.5%,0.8,51,6%,-3%,-14%,.,.,NS5 inhibitors pilot replicate=-5.2
COc1cccc(CN(C)C(=O)c2cc(S(=O)(=O)N3CCCCCC3)ccc2OC)c1,-0.3%[50 µM],-7%,.,.,1.2%,-1.4,56,.,.,.,.,.,
Cc1ccc2c(c1)c1c(n2CC(O)CNC(CO)(CO)CO)CCCC1 (centres undefined),1.9%,-4%,i,-5,1.1%,-0.9,53,8%,0%,-4%,-6,5,
COC(=O)CC1(C(=O)OC)Oc2ccc(Br)cc2C(=O)N1c1cc(Cl)cc(Cl)c1 (centres undefined),0.2%,0%,.,.,.,0.6,62,19%,10%,-11%,.,.,
O=C(Cn1c(NCCCO)nc2ccccc21)c1ccc(Br)cc1,-0.1%,-4%,i,41,1.5%,-3.7,89,-3%,-2%,8%,-13,-16,
O=[N+]([O-])c1ccc(C2CN=C(Nc3ccccc3)S2)cc1 (centres undefined),0.0%,-11%,i,48,5.0%,0.8,49,4%,0%,-19%,26,-3,
Cc1cc(C)n(CC2CC(=O)N(c3ccc(F)c(Cl)c3)C2=O)n1 (centres undefined),0.3%,5%,i,9,1.6%,-5.6,103,11%,-6%,-15%,-9,-17,
COc1ccccc1CN1CC(C(=O)NC2CCOCC2)CCC1=O (centres undefined),1.6%[50 µM],2%,.,.,1.9%,1.0,71,10%,-8%,-1%,.,.,
CC(=O)c1ccc(S(=O)(=O)N2CCN(S(=O)(=O)c3ccccc3C(F)(F)F)CC2)cc1,-0.1%,7%,.,.,13%,1.0,61,12%,-8%,10%,.,.,
O=c1c2c(nc3nc(CCc4ccccc4)[nH]n13)CCC2,5.6%,5%,i,-1,0.6%,-0.9,66,-2%,-2%,-6%,7,-3,
CCOC(=O)c1c(Nc2ccccc2)sc(/C=C2\C=Nc3ccccc32)c1O,0.6%,1%,i,31,-0.2%,5.4,89,9%,-8%,4%,11,12,NS5 inhibitors pilot replicate=-0.6
Cc1ccccc1N/N=C1\CCCNC1=O,-0.1%,-9%,i,27,2.8%,0.7,51,-5%,-8%,13%,-4,-28,
CCn1cc(C(=O)N[C@@H](C)C(=O)NCCO)c(=O)c2cc3c(cc21)OCO3,0.1%,-7%,.,.,1.8%,0.9,73,5%,-7%,-12%,.,.,
O=[N+]([O-])c1cccc(-c2cc(C(F)(F)F)n3nc(-c4ccccc4)cc3n2)c1,-0.9%,-2%,.,.,0.0%,1.1,42,8%,-8%,7%,.,.,
CC(C)C12CN(C(=O)c3ccccc3[N+](=O)[O-])CC(C(C)C)(CN(C(=O)c3ccccc3[N+](=O)[O-])C1)C2=O,-0.8%,-2%,.,.,1.9%,-0.4,50,33%,-4%,0%,.,.,
O=C(Nc1cccc(-c2nnc(-c3ccccc3)o2)c1)C1CC1,-0.1%,-7%,i,-2,-1.5%,1.5,31,2%,-10%,4%,-10,1,
CCc1ccc(OC(C)C(=O)Nc2ccc(S(=O)(=O)Nc3cc(C)on3)cc2)cc1 (centres undefined),0.6%,7%,.,.,2.2%,1.6,64,7%,-10%,15%,.,.,
COc1cc(CCC(=O)OCC(=O)Nc2ccc(F)c(F)c2F)cc(OC)c1OC,0.1%,2%,.,.,0.1%,-1.1,43,6%,-5%,-11%,.,.,
O=C(CC1CCCC1)NCCc1cn2ccccc2n1,-0.1%,-3%,i,4,1.5%,0.8,59,16%,-6%,-8%,5,9,
CCOc1ccc(NC(=O)c2ccc(N)cc2)cc1,4.5%,-3%,i,-5,-0.6%,-0.8,67,8%,-2%,-9%,-3,3,
Cc1ccsc1CN1CCC(C(=O)NCc2ccccc2Cl)CC1,2.4%,-3%,i,3,-0.7%,2.8,60,0%,-11%,10%,-3,4,
C=CC[N+](C)(C)CC(=O)OCc1ccccc1,0.8%,.,i,7,2.4%,5.4,99,-16%,-7%,-8%,14,14,
COc1ccc(C(C)NS(=O)(=O)Cc2ccccc2)cc1 (centres undefined),0.2%,-5%,.,.,1.6%,0.4,67,-7%,-4%,10%,.,.,
Clc1ccc(Cn2ncc3c(N4CCCCC4)ncnc32)c(Cl)c1,0.5%,1%,i,-4,-0.2%,32,70,-5%,-2%,-1%,4,5,
CCC(C(=O)N1CCc2cc(OC)c(OC)cc2C1)c1ccccc1 (centres undefined),-1.1%,-11%,i,2,1.2%,-2.1,78,-3%,-4%,-9%,3,0,
Cc1ncsc1CCOC(=O)c1ccc([N+](=O)[O-])cc1,-0.1%,-6%,i,14,2.7%,-1.2,40,13%,-5%,-4%,-8,23,
CCOc1ccc(C(C)NC(=S)NC2CCCCC2)cc1 (centres undefined),-0.3%,-8%,i,30,-3.1%,-0.8,42,-12%,4%,-4%,73*,65*,
Cc1ccc(-c2nc3ccccc3o2)cc1NC(=S)NC(=O)/C=C/c1ccco1,0.1%,2%,i,-21,6.2%,2.0,62,3%,2%,-7%,2,-1,
CCC(=O)NC1OC(CO)C(O)C(O)C1O (centres undefined),0.2%,3%,i,-4,-0.7%,-1.4,24,-2%,-1%,7%,2,9,

# Compounds were not picked by outcome; any-hit rate near 2.6%.
